# High-throughput results from PubChem BioAssay.
# ERp5 block: inhibitors of human ERp5; Q15084; ERp5 insulin aggregation, absorbance 650 nm, 90 min; inhibition, % at 9.99 µM; 350,000 compounds, 0.05% hits;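 active = mean replicate inhibition above about 25%, with every replicate also reaching it, limit read from the data, passing the limit was not always enough; inconclusive = only one of those two criteria met; inactive = neither criterion met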
# Target sequence (Q15084 whole entry, looked up): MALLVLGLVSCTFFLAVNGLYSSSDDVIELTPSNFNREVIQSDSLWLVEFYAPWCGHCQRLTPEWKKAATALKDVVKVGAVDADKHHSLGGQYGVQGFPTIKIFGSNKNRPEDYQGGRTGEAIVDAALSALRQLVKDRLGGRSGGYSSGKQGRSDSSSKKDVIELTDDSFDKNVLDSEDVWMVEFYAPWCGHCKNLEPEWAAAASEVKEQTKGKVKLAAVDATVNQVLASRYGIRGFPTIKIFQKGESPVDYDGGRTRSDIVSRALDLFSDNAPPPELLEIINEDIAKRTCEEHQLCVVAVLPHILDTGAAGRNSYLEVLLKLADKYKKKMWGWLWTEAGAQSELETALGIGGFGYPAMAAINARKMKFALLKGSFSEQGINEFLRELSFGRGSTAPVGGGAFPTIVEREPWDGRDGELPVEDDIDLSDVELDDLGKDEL
# miR-122 sensor: miR-122 inhibition in Huh7 cells; Huh7 miR-122 Renilla luciferase sensor, 48 h; neutral wells = 0, positive control = 100; activation (reporter increase), % at 12.5 µM; 340,000 compounds, 0.3% hits; AID 602342;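 active = mean replicate activation score at least 90 and every replicate individually at or above 90; inconclusive = only one of the two criteria met; inactive = neither criterion met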;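 also: higher luciferase means less miR-122 activity so hits act as miR-122 inhibitors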
# Cneo AK release: Cryptococcus neoformans lysis via adenylate kinase release | C. neoformans lysis, adenylate kinase release luminescence, 4 h; normalised: neutral wells 0, clomiphene wells 100 | lysis activity, % at 15 µM | 360,000 compounds, 0.2% hits;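 active = mean lysis activity across replicates of at least 80%, whatever share of replicates individually reach that level; inactive = mean lysis activity below 80%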
#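 read-out = cell lysis signal | test system = log-phase Cryptococcus neoformans yeast cells | input = cells at 5 × 10^6 per mL | medium = fresh YPD growth medium | signal = luminescent adenylate kinase detection reagent | timing = 4 h at 37 °C static, read 1 h later | dosing = single dose | controls = Clomiphene as positive lysis control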
# esBAF inh: blocks esBAF chromatin remodeling in mouse ES cells | Bmi1-luciferase knock-in reporter, 24 h; 100% = twice the neutral-well signal | reporter increase, % at 12.5 µM | 350,000 compounds, 2% hits; in the data active = activation above about 40%; inconclusive = no clear call, values can overlap the other calls;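 also: 0% = median of the plate's neutral control wells and 100% = double that signal; a rise in the Bmi1 reporter signal indicates esBAF inhibition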
# ARNT TACC3 PPI: disrupts binding between human ARNT and TACC3 | Q9Y6A5 | AlphaScreen His-ARNT PAS-B/GST-TACC3 binding, luminescence; TACC3 fragment carries E629A point mutation | inhibition, % at 9.99 µM | 390,000 compounds, 0.66% hits | AID 623870;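 active = mean inhibition of replicates at least 50% and at least half of replicates each reaching 50%; inconclusive = half or more replicates reach 50% but mean below 50%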;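 also: 0% = complete ARNT plus TACC3 wells and 100% = ARNT alone without TACC3; many hits fall short of the cut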
# SIRT5 inh: blocks human SIRT5 desuccinylation of peptide | Purified SirT5, succinyl-peptide AMC, trypsin-coupled fluorescence | inhibition, % at 15 µM | 330,000 compounds, 1.1% hits; in the data active = inhibition above about 15%; inconclusive = no clear call, values can overlap the other calls
# Target sequence (Q9NXA8 whole entry, looked up): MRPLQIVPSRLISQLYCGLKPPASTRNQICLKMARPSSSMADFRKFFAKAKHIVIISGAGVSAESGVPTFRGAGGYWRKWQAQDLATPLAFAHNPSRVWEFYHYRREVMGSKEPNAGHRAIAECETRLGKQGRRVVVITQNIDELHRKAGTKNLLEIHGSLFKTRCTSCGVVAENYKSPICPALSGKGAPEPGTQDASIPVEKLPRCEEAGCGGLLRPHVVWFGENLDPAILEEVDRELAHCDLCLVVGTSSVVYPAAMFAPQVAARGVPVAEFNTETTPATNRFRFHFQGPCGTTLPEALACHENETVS
# C2C12 statin: protects C2C12 myotubes from simvastatin toxicity. AID 602340. rescue of ATP level, % at 7.49 µM. 330,000 compounds, 0.78% hits. ATP luminescence, 48 h; scaled: DMSO 0, geranylgeraniol control 100;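 active = mean ATP rescue above about 67%, or every replicate alone reaching that limit, limit read from the data, passing the limit was not always enough; inconclusive = no clear call, values can overlap the other calls; inactive = mean under the limit and some replicate under it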;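 also: myotubes were challenged with 10 µM simvastatin during compound exposure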
# Active calls of the source: *; ? = inconclusive; nt = not tested or not shown; [ ] = another dose, or the depositor's remark. Hits appear at their usual frequency, and some 4% of all compounds hit somewhere here.
SMILES,ERp5 block,miR-122 sensor,Cneo AK release,esBAF inh,ARNT TACC3 PPI,SIRT5 inh,C2C12 statin
S=c1nc(-c2ccccc2Br)[nH][nH]1,-1.3,5.3,-1.2,-6.2,17.2,-4.2,-11.6
COc1ccccc1NS(=O)(=O)c1ccc2oc(SC(C)C(=O)N3CCNC3=O)nc2c1 (configuration not stated),-0.9,1.1,0.7,0.3,7.7,-2.4,-2.8
COc1ccc(/C=N/Nc2nnc(-c3ncc[nH]3)c3ccccc23)cc1,nt,1.6,-11.3,13.1,-2.7,nt,-1.3
Cc1cc(C)cc(NS(=O)(=O)Cc2ccccc2)c1,1.2,12.9,0.6,4.3,-3.8,-3.4,2.0
COCC(=O)Nc1ccc2c(c1)OC[C@@H](C)N(C(=O)Cc1cccnc1)C[C@H](C)[C@H](OC)CN(C)C2=O,2.3,nt,11.7,-2.6,1.5,-0.4,8.5
CC(C)C12NC(=O)NC(=O)N1CCS2 (configuration not stated),0.4,nt,nt,nt,-0.8,-2.7,nt
CCOc1ccc(NC(=O)CSc2nnc(C)n2Cc2ccccc2)cc1,nt,-1.2,2.7,12.0,nt,nt,4.9
COc1ccccc1C(=O)Nc1ccc2c(c1)OC[C@H](C)N(C(C)=O)C[C@@H](C)[C@@H](OC)CN(C)C2=O,8.3,nt,-1.8,1.6,1.3,-3.7,15.9
CCc1nc2ccc(C(=O)Nc3ccc(OC)c(OC)c3)cn2c1N(C)C(=O)c1cccc(OC)c1,0.5,-1.7,0.7,1.8,nt,-0.5,24.0
C[C@H]1CN([C@@H](C)CO)C(=O)Cc2cc(NC(=O)Cc3ccccc3)ccc2O[C@@H]1CN(C)Cc1ccc(Cl)c(Cl)c1,-20.7,0.5[16.7 µM],-2.5,-3.7,-5.8,-3.5,?
Cc1c(Cl)cccc1NC(=O)CNC(=O)c1ccc(F)cc1,3.1,-3.5,-0.5,nt,-2.2,-2.6,nt
CCN(CC)C(=O)c1csc(Nc2ccc(C)cc2)n1,nt,4.6,-2.0,18.3,4.2,nt,-3.6
Cc1ccccc1C(=O)N1CCC(C(=O)Nc2ccc3c(c2)OCO3)CC1,-0.4,-10.4,-0.2,-4.6,0.8,-3.2,5.5
O=C1CCCCC1Sc1nnc(-c2ccc3c(c2)OCO3)o1 (configuration not stated),4.4,nt,nt,nt,4.0,-5.6,nt
C[C@@H]1CN([C@H](C)CO)C(=O)c2ccccc2-c2ccccc2CO[C@@H]1CN(C)Cc1cccnc1,4.4,nt,-1.9,8.4,34.4,0.0,0.7
Cc1noc(C)c1NC(=O)Nc1ccc2c(c1)C(=O)N([C@@H](C)CO)C[C@@H](C)[C@@H](CN(C)Cc1ccc(C(=O)O)cc1)OCCCC[C@H](C)O2,nt,6.7[16.7 µM],0.0,-1.6,-4.6,nt,-14.4
O=C(N/N=C/c1cccc([N+](=O)[O-])c1)c1cc2ccccc2o1,1.1,nt,nt,nt,0.1,0.2,nt
Cc1cccc2c1cnn2C(=O)CCC(=O)NC1CCCCC1,3.6,-3.5,0.8,4.4,-8.3,2.8,4.6
CCCCNC(=O)c1c[nH]c2ccc(S(=O)(=O)N3CCOCC3)cc2c1=O,2.3,nt,nt,nt,-0.2,-0.9,nt
CC(NS(=O)(=O)c1c(N)n(C)c(=O)n(C)c1=O)c1ccccc1 (configuration not stated),3.0,0.9,-0.3,nt,-4.1,-5.5,nt
CCCCS(=O)(=O)C1CCS(=O)(=O)C1 (configuration not stated),nt,-7.8,1.4,-4.7,nt,nt,nt
CC(C)(C)C(=O)Nc1nnc(SCC(=O)NC2CCCCC2)s1,-7.1,nt,-0.7,0.3,-7.3,-4.1,1.3
CNC(=O)c1cc(Nc2nnc(C)c3ccccc23)ccc1OC,nt,14.9,0.4,2.2,4.1,nt,-0.8
Cc1ccc(SCCC(=O)NCc2ccccn2)cc1,-3.3,-2.8,-0.6,-9.5,-7.0,-1.1,-0.5
CC(C)NC(=O)NCC[C@H]1CC[C@H](NS(=O)(=O)c2ccc(Oc3ccccc3)cc2)[C@H](CO)O1,-2.8,nt,-9.2,10.2,29.1,1.8,9.7
Cc1ccc(S(=O)(=O)CCC(=O)OC(C)C(=O)Nc2ccc(N3CCOCC3)cc2)cc1 (configuration not stated),6.2,-5.6,-0.1,9.0,2.5,-5.2,9.9
O=c1c2c(-c3ccccc3)csc2ncn1/N=C/c1cccc([N+](=O)[O-])c1O,-4.2,8.2,0.1,-5.3,72.5*,-3.2,-1.8
O=C(Nc1cccc(F)c1)N1CCCCN2[C@@H](CO)[C@H](c3ccc(C#Cc4ccccc4)cc3)[C@@H]2C1,-6.4,-9.1[16.7 µM],-1.5,nt,-8.2,6.0,nt
COc1ccc(CC(=O)OC(C)CN2CCOCC2)cc1 (configuration not stated),4.3,nt,nt,nt,-11.6,1.6,nt
Cc1noc(C)c1S(=O)(=O)Nc1ccc(C(=O)NCCc2ccccc2)cc1,nt,2.1,1.2,-8.5,-16.6,nt,nt
CC(C)(C)c1ccc(NC(=O)CON=C(N)c2ccccc2)cc1,2.5,-1.2,-3.4,3.6,5.7,-3.8,1.7
COc1cc(OC)c(C(=O)OCN2C(=O)c3ccccc3C2=O)cc1OC,4.8,nt,-3.4,-2.9,-4.9,3.9,4.3
C[C@H]1CCCCO[C@H](CN(C)S(C)(=O)=O)[C@@H](C)CN([C@@H](C)CO)C(=O)c2cc(NC(=O)c3ccccc3)ccc2O1,2.1,-1.3[16.7 µM],-1.5,-10.4,-10.0,-2.5,-8.3
COc1cc(CCN(C(=O)c2cccc(S(C)(=O)=O)c2)C(CCc2ccccc2)c2nc3ccccc3[nH]2)cc(OC)c1 (configuration not stated),-4.0,7.6,5.4,-4.9,nt,-2.3,23.0
C[C@@H]1CCCCO[C@H](CN(C)S(=O)(=O)c2ccc(F)cc2)[C@@H](C)CN([C@@H](C)CO)C(=O)c2cc(NC(=O)Nc3ccc(C(F)(F)F)cc3)ccc2O1,1.9,12.9[16.7 µM],-0.3,0.0,10.3,9.0,nt
CC(C)(C)OC(=O)CC1(C#N)c2ccccc2C(Br)=CN1C(=O)c1ccccc1 (configuration not stated),0.2,12.7,2.9,-1.8,0.1,-2.6,-29.2
Cn1c(=O)c2ccccc2n(CC(=O)NC2CCCCC2)c1=O,-2.5,-0.4,0.6,1.6,4.3,3.7,8.4
COc1cccc(C(=O)NCCS(=O)(=O)NCc2cccs2)c1,1.6,nt,nt,nt,7.9,0.4,nt
O=C(C[C@@H]1C[C@@H]2c3cc(NC(=O)NC4CCCC4)ccc3O[C@@H]2[C@@H](CO)O1)NCCc1ccccc1,1.6,1.4[16.7 µM],-1.0,-4.3,-17.0,-1.3,-4.5
Cn1nc(-c2ccccc2)c(C(O)c2ccc(Cl)cc2)c1Cl (configuration not stated),nt,-2.4,-0.1,-7.6,-6.9,nt,12.0
CCn1c(=O)c(C(=O)NCCNCCO)c(O)c2ccccc21,nt,1.3,2.1,5.3,9.0,nt,9.4
O=C(NC1C/C=C\C(c2ccccc2)N(c2ccccc2)C(=O)C1)OCC1c2ccccc2-c2ccccc21 (configuration not stated),nt,-2.1,-1.1,8.1,-2.4,nt,16.0
Cc1nnc(NC(=O)C2CCN(S(=O)(=O)c3ccc(F)c(Cl)c3)CC2)o1,-1.7,-7.0,-0.2,1.1,32.9,-1.5,10.5
C[C@@H]1CN([C@H](C)CO)C(=O)c2cc(NC(=O)Nc3cccc4ccccc34)ccc2O[C@@H](C)CCCCO[C@H]1CN(C)C(=O)C1CCCCC1,-1.6,-11.4[16.7 µM],-0.5,-4.2,34.4,-4.7,nt
O=C(c1cc(-c2cccnc2)nc2ccc(Cl)cc12)N1CCN(S(=O)(=O)c2cccs2)CC1,-26.1,nt,5.7,9.2,3.5,-10.0,0.4
O=C(Cc1ccccc1F)Nc1cccc2cccnc12,1.5,-4.4,-1.9,nt,-9.8,0.5,nt
CCC(=O)N1C[C@H](O)COC[C@H]2O[C@@H](CC(=O)NCc3ccc(Oc4ccccc4)cc3)CC[C@@H]21,1.8,1.0[16.7 µM],1.5,-1.0,-11.9,3.7,-4.3
C=CCn1c(C)c(C(C)=O)c(N2CCCC2)nc1=S,nt,-3.8,9.7,-4.1,-32.8,nt,2.2
O=C(c1cccc(F)c1)N1CCCCN2[C@H](C1)[C@H](c1ccc(/C=C/c3ccccc3)cc1)[C@@H]2CO,-2.0,0.2[16.7 µM],39.5,nt,-3.0,11.5,nt
COc1ccc(-c2noc(N3CCC(C(=O)N(C)c4ccccc4)CC3)n2)cc1,1.1,-9.9,0.2,15.8,3.0,1.7,7.9
Cc1ccccc1N1CCN(CCCOc2ccc3c(C)cc(=O)oc3c2)CC1,nt,-7.5,-2.1,2.5,-0.4,nt,-4.8
COC(=O)c1sccc1S(=O)(=O)Nc1ccc(S(N)(=O)=O)cc1,1.1,-0.4,3.3,-5.0,-4.5,2.2,-0.6
O=C(c1ccccc1)c1ccc2nc(-c3ccco3)c(-c3ccco3)nc2c1,-0.9,-0.4,-7.1,39.5,4.0,2.4,3.0
CCCCCNC(=O)c1cn(CC)c2cc(N3CCN(C)CC3)c(F)cc2c1=O,4.9,-8.7,-0.1,-11.4,-6.5,-7.2,-33.3
CCC(=O)N(C)C[C@@H]1Oc2ncc(C#CC3(O)CCCC3)cc2C(=O)N([C@@H](C)CO)C[C@H]1C,-0.1,4.3[16.7 µM],-3.5,0.0,6.1,-1.3,18.3
O=C(Nc1ccc(NC(=O)c2cc([N+](=O)[O-])ccc2N2CCOCC2)cc1)c1cccs1,10.4,-8.8,0.8,3.2,1.5,-7.9,-17.1
O=C1CCC(=O)N1c1ccc(CSc2nnnn2C2CCCCC2)cc1,nt,2.1,1.4,-9.7,-5.1,nt,nt
CNC(=O)C1=C[C@H](c2ccc(C(=O)OC)cc2)C[C@H](OCCCCO)O1,-0.5,nt,0.7,nt,4.6,-0.2,nt
Cc1ccc(NC(=O)OCCN2CCN(Cc3ccccc3)CCC2=O)cc1,8.3,-9.2,-0.4,0.5,0.7,nt,4.7
C[C@@H]1CN([C@@H](C)CO)C(=O)c2cc(C#CCc3ccccc3)cnc2O[C@H]1CN(C)C(=O)Cc1cccnc1,3.3,-5.6[16.7 µM],3.1,1.3,11.0,1.8,12.2
Cc1cc(/C=N/NC(=O)Cn2c3ccccc3c(=O)c3ccccc32)c(C)n1-c1ccc(Cl)cc1,-2.4,nt,nt,nt,1.5,-1.8,nt
C[C@@H](NC(=O)C[C@@H]1CC[C@@H]2[C@H](COc3ccc(NS(=O)(=O)c4ccc(Cl)cc4)cc3C(=O)N2C)O1)c1ccccc1,-1.0,-10.0[16.7 µM],1.4,8.3,-8.6,-0.4,60.7

# 4 entries from above, reformatted.
> O=C(c1cccc(F)c1)N1CCCCN2[C@H](C1)[C@H](c1ccc(/C=C/c3ccccc3)cc1)[C@@H]2CO
  ERp5 block: -2.0	miR-122 sensor: 0.2[16.7 µM]	Cneo AK release: 39.5	esBAF inh: nt	ARNT TACC3 PPI: -3.0	SIRT5 inh: 11.5	C2C12 statin: nt
> C[C@@H](NC(=O)C[C@@H]1CC[C@@H]2[C@H](COc3ccc(NS(=O)(=O)c4ccc(Cl)cc4)cc3C(=O)N2C)O1)c1ccccc1
  ERp5 block: -1.0	miR-122 sensor: -10.0[16.7 µM]	Cneo AK release: 1.4	esBAF inh: 8.3	ARNT TACC3 PPI: -8.6	SIRT5 inh: -0.4	C2C12 statin: 60.7
> COc1ccc(-c2noc(N3CCC(C(=O)N(C)c4ccccc4)CC3)n2)cc1
  ERp5 block: 1.1	miR-122 sensor: -9.9	Cneo AK release: 0.2	esBAF inh: 15.8	ARNT TACC3 PPI: 3.0	SIRT5 inh: 1.7	C2C12 statin: 7.9
> Cc1ccccc1N1CCN(CCCOc2ccc3c(C)cc(=O)oc3c2)CC1
  ERp5 block: nt	miR-122 sensor: -7.5	Cneo AK release: -2.1	esBAF inh: 2.5	ARNT TACC3 PPI: -0.4	SIRT5 inh: nt	C2C12 statin: -4.8
